PLK1 PBD block = inhibitors of human PLK1 polo-box domain binding; actives 2.8% (n = 360,000); P53350; Potency, µM, inactives show max response, negative = inhibition, most hits filed as inhibitors; Plk1 PBD binding of FITC phosphopeptide, fluorescence polarization; AID 720504; note: potency is the fitted concentration of half-maximal effect; series mostly up to about 57 µM; % is set by controls: 0 for no effect and ±100 for the full control effect; nearly all actives have a fitted effect of over 65% in size
Target sequence (P53350 whole entry, looked up, the tested form may be a part): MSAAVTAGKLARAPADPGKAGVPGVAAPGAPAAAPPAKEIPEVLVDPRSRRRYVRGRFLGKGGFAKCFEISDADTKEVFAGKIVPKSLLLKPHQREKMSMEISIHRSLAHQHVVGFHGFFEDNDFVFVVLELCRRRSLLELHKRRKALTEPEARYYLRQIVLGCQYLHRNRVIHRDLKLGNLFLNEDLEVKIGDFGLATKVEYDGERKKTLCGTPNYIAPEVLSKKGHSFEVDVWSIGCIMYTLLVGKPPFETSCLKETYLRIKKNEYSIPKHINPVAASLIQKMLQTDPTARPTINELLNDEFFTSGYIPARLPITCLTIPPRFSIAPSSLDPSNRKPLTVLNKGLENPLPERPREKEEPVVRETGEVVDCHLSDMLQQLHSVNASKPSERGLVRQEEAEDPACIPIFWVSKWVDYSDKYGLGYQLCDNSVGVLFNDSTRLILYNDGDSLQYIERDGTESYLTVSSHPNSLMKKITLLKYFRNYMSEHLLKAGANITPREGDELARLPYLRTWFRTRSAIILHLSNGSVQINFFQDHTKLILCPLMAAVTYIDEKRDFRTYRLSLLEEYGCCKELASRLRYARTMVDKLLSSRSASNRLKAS
PI5P4K alpha inh = inhibitors of human PI5P4K alpha; P48426; PI5P4Kalpha enzyme, ADP-Glo luminescence, 60 min; active compounds read low; max response, %; actives 1.2% (n = 330,000); active = max response of -50% or lower; inconclusive = between -30% and -50%; inactive = -30% or higher; note: value at the top dose of about 77 µM; % is set by controls: 0 for no effect and ±100 for the full control effect
Target sequence (P48426 whole entry, looked up): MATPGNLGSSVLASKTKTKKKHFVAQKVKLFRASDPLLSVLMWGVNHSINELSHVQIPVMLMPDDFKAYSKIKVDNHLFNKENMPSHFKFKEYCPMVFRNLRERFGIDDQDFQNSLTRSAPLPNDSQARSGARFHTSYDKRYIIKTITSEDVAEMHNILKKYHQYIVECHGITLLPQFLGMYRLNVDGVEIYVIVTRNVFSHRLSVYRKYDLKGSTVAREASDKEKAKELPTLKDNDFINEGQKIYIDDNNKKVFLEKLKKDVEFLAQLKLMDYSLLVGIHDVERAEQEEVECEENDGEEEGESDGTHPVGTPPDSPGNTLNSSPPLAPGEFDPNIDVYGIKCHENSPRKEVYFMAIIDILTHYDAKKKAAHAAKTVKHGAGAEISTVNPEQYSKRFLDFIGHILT
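Controls without substrate or without enzyme flank wells where PI5P4Kalpha converts substrate using 5 microM ATP (final). Incubation lasts 60 minutes at room temperature; ADP formed is read by ADP-Glo luminescence.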
CCT chaperon mod = modulators of cytosolic chaperonin (CCT/TRiC) activity; AID 651819; purified chaperonin ATPase assay, HTRF ADP detection, 30 min; activity change, % (concentration not given with the values), hits read low; actives 0.3% (n = 360,000); in the data active = activity change below about -30%; note: % is set by controls: 0 for no effect and ±100 for the full control effect
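TRiC (40 or 20 nM final, by batch activity) in 30 mM Tris pH 7.4, 100 mM KCl, 5 mM MgCl2, 1 mM DTT was treated with compound at 76 uM single dose, then 10 uM ATP, 30 min at 37 °C. ADP was read by HTRF Transcreener.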
WRN inhibitor = WRN helicase (human) inhibition; Potency, µM (top dose mostly 114 µM), for inactives: at the highest dose activity change, negative = inhibition, actives largely listed as inhibitors; AID 651768; WRN helicase unwinding, fluorescent forked duplex, kinetic; actives 0.46% (n = 360,000); note: potency is the fitted concentration of half-maximal effect; % is set by controls: 0 for no effect and ±100 for the full control effect; nearly all actives have a fitted effect of over 55% in size
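Primary qHTS, 1536-well format. 20 nM WRN + compound, 15 min RT; start with 100 nM forked fluorophore/quencher duplex, 2 mM ATP (final); kinetic read ex 525/em 598 nm.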
EPAC1 agonist = agonists of human EPAC1 | EPAC1 agonist qHTS, biochemical assay; response scale: 100% = response to 6.5 mM cAMP | Potency, µM (top dose mostly 154 µM), for inactives: at the highest dose activation, most hits filed as activators | actives 0.073% (n = 360,000) | AID 720707; note: potency is the fitted concentration of half-maximal effect; nearly all actives have a fitted effect of over 60% in size
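Nucleotide exchange assay: 100 nM EPAC1 with 250 nM Rap1B loaded with BODIPY-GDP and 50 uM GDP, room temperature. Fluorescence (480/540 nm) read every 5 min for 30 min; signal change normalized to 6.5 mM cAMP as full agonist.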
IL2 activator = activates IL-2 in a cell-based reporter assay; activation, % (series mostly up to about 46 µM); IL-2 activation reporter assay, cell-based qHTS; stimulated with anti-CD3/CD4/CD28 beads; in transgenic mouse T cells; actives 0.065% (n = 360,000); AID 652025; in the data active = activation above about 50%; inconclusive = mostly about 30% to 49%; note: 0% is about no effect
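Screening format: compound pinned onto unstimulated transgenic mouse T cells, 60 min incubation, then anti-CD3/anti-CD4/anti-CD28 bead stimulation for 18 hours at 37 degrees C, followed by EGFP and DsRed detection.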
EPAC1 antag = blocks human EPAC1 exchange factor | actives 0.14% (n = 360,000) | EPAC1 GEF assay, Rap1b-BODIPY-GDP exchange fluorescence | Potency, µM (titrated, usually from 115 µM), for the others: top-dose activity change, negative = inhibition, hits mostly inhibitors | O95398;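 note: potency is the fitted concentration of half-maximal effect; plate controls were vehicle for no effect and positive control for full effect; nearly all actives have a fitted effect of over 50% in size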
EPAC2 agonist = agonists of human EPAC2 (RAPGEF4). EPAC2 activation, biochemical qHTS; response scale: 100% = 6.5 mM cAMP response. Potency, µM (top dose mostly 154 µM), without a hit: at the highest dose activation, usual class: activators. actives 0.079% (n = 360,000). AID 720711; note: potency is the fitted concentration of half-maximal effect; nearly all actives have a fitted effect of over 50% in size
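Compounds were added across a concentration range to EPAC2 (100 nM), RAP1B-BODIPY-GDP (250 nM) and GDP (50 uM). After 5 min at room temperature, fluorescence was recorded at 5-min intervals for 30 min.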
Active calls of the source: *; u = inconclusive; x = no result given; & = joins results of further samples; [ ] = another dose, or the depositor's remark. Unless noted, calls come from the whole dose curve; as a rule, active = well fitted curve in the direction sought with a large enough effect; inconclusive = small, poorly fitted or top-dose-only effect, or another doubt; inactive = no such curve, though single readings can be large; an effect the other way counts as inactive or inconclusive. This is a subset, so the mix of outcomes need not match the whole.

Values run as follows: EPAC1 antag	PLK1 PBD block	PI5P4K alpha inh	WRN inhibitor	EPAC1 agonist	EPAC2 agonist	CCT chaperon mod	IL2 activator
> CCOc1ccc(C=NNC(=O)c2ccc(-n3cnnn3)cc2)cc1
 : -17%	-4%	-1	-12%	8%	7%	1.4	1.0
> Cc1ccc(N2CC(C(=O)Nc3nnc(C(C)C)s3)CC2=O)cc1 (stereo unspecified)
 : -6%	-7%	x	4%	4%	-16%	-11	0.2
> Cc1ccc2c(CN3CCC(C)CC3)cc(=O)oc2c1
 : 0%	-2%	x	-3%	7%	5%	0.1	0.3
> CCOc1ccc(NN=C(C(=O)OC)C(=O)OC)c([N+](=O)[O-])c1
 : 4%	-11%	1	11%	2%	2%	-1.4	0.0
> N#Cc1c(NC(=O)CSc2nnc(-c3ccccc3)o2)sc2c1CCCC2
 : -13%	-2%	x	-19%	3%	9%	0.8	-2.0
> Cc1n[nH]c(=O)c2c(NC(=O)CSc3nncn3C(C)C)oc(C)c12
 : 3%	-1%	-5	1%	16%	4%	0.3	0.6
> Cc1c(Cl)c([N+](=O)[O-])nn1CCCC(=O)Nc1sc2c(c1C#N)CCC2
 : -2%	30µM*	x	-14%	11%	10%	0.5	0.4
> COc1cc(CNc2ncnc3c2ncn3[C@H]2CN(CCN3CCOCC3)C[C@@H](CO)O2)cc(OC)c1OC
 : -10%	-9%	3	-2%	-2%	6%	-1.5	0.3
> Cc1ccc(-c2noc(CN(C(=O)Cc3ccccc3)C(C)C)n2)cc1
 : -14%	-3%	x	-5%	10%	16%	2.4	-1.3
> COc1ccccc1C(=O)NCCC(=O)N(C)Cc1cccnc1
 : 9%	1%	-3	-5%	18%	9%	1.3	0.5
> O=C(CN1C(=O)NC2(CCCc3ccccc32)C1=O)N1CCN(C(=O)c2ccco2)CC1 (stereo unspecified)
 : -2%	-7%	3	9%	-9%	-9%[15.6 µM]	0.2	-0.7
> Cc1ccc(OCCN2C(=O)c3ccccc3C2=O)c(C)c1
 : 8%	-5%	x	-4%	2%	0%	-3.7	-1.2
> O=S(=O)(CCc1nc2ccccc2s1)c1ccc(Cl)cc1
 : 0%	-2%	4	1%	10%	6%	1.3	-0.8
> O=C(NC1CCCCC1)C1CCN(C(=O)c2ccc(Cl)cc2)CC1
 : -14%	-8%	-2	3%	2%	4%	-1.4	-4.0
> Nc1ncccc1OCc1ccc(Br)cc1
 : -13%	-3%	4	5%	-6%	6%	1.5	1.3
> O=C(O)COc1ccccc1/C=N/NC(=O)CN1CCN(Cc2ccc(Cl)cc2)CC1
 : -2%	-1%	2	-10%	-9%	3%	-0.3	-1.7
> CSCCC(NC(=O)c1ccco1)C(=O)NCC1CCCCC1 (stereo unspecified)
 : -6%	-8%	-4	-9%	-10%	2%	3.1	-0.1
> CC1CN(C(=O)c2cccc(S(=O)(=O)Nc3ccc(Cl)cc3)c2)CC(C)O1 (stereo unspecified)
 : -2%	-9%	0	5%	13%	9%	-3.0	-0.1
> Oc1ccccc1CNc1cccc2cccnc12
 : -19%	-6%	3	-13%	4%	7%	1.2	-0.6
> O=S(=O)(NC1=NCCCCC1)c1ccccc1Cl
 : 3%	3%	5	-7%	11%	12%	-0.3	-4.0

Full records from above. Order of screens: EPAC1 antag	PLK1 PBD block	PI5P4K alpha inh	WRN inhibitor	EPAC1 agonist	EPAC2 agonist	CCT chaperon mod	IL2 activator
Cc1ccc(-c2noc(CN(C(=O)Cc3ccccc3)C(C)C)n2)cc1 as listed: -14%	-3%	x	-5%	10%	16%	2.4	-1.3
Cc1ccc2c(CN3CCC(C)CC3)cc(=O)oc2c1 as listed: 0%	-2%	x	-3%	7%	5%	0.1	0.3
Cc1ccc(OCCN2C(=O)c3ccccc3C2=O)c(C)c1 as listed: 8%	-5%	x	-4%	2%	0%	-3.7	-1.2

Other records follow:
Values run as follows: EPAC1 antag	PLK1 PBD block	PI5P4K alpha inh	WRN inhibitor	EPAC1 agonist	EPAC2 agonist	CCT chaperon mod	IL2 activator
> C=CCn1c(SC(CCO)C(=O)NCc2ccco2)nc2sc3c(c2c1=O)CCC3 (stereo unspecified)
 : 17%	-10%	-23	-11%	-1%	5%	-0.7	-4.4
> COc1cc(C#Cc2c(-c3cncn3C)n(C)c3ccc(-c4ccc(OC)c(OC)c4)cc23)cc(OC)c1
 : -21%	-3%	1	-2%	13%	6%	0.6	0.2
> Cc1cc(OCC(=O)NC2CCCCC2)ccc1Cl
 : -8%	2%	2	-4%	-6%	3%	-1.6	1.2
> C=CCn1c(-c2ccc(C)cc2)nc2ccccc21
 : -19%	-7%	x	-15%	3%	3%	-3.3	-2.1
> CCc1ncc(CN2CCC(C(=O)Nc3cccc(-c4cscn4)c3)CC2)cn1
 : -3%	-7%	-7	-30%	12%	-1%	-1.1	-1.1
> CC(C)Oc1ccccc1/C=N/NC(=O)c1ccc(F)cc1
 : 4%	-2%	-3	9%	10%	3%	-0.5	1.3
> CCCNS(=O)(=O)/C=C/c1ccccc1
 : 6%	-28%	-10	1%	0%	-2%	-0.6	-0.8
> S=C(NC1CCCC1)N1CCN(c2cccc(Cl)c2)CC1
 : -17%	-6%	-3	-11%	17%	14%	-0.6	-0.6
> O=c1cc(-c2ccccc2)nc(N2CCCCC2)[nH]1
 : 0%	24µM*	0	-6%	-4%	6%	-1.0	1.0
> O=C(CSc1nnnn1-c1ccc(O)cc1)c1ccc(F)cc1
 : -2%	1%	6	-1%	-9%	6%	-3.0	0.2
> Cc1ccc(C)c(N2CCN(C(=O)CCc3nc(-c4ccccc4F)no3)CC2)c1
 : -18%	0%	18	-14%	-1%	2%	0.7	-0.7
> Cc1cccc(CCNC(=O)Cn2ncc3c([nH]c4ccc(C)cc43)c2=O)c1
 : u	-5%	-2	-1%	-5%	6%	0.3	0.2
> C=CCN1C(=O)CSC1=Nc1ccc(O)cc1
 : 1%	1%	x	-6%	8%	2%	3.1	-0.1
> C[C@@H]1[C@H]2[C@@H](O[C@@H]3O[C@H](CO)[C@@H](O)[C@H](O)[C@H]3O)OC=C(C(=O)O)[C@H]2C[C@@H]1O
 : -1%	8%	1	4%	6%	2%	-0.1	0.8
> O=C1CSC(c2ccccn2)N1c1ccccc1 (stereo unspecified)
 : 11%	-5%	x	8%	1%	2%	0.8	-1.8
> N#C/C(=C\c1cccc([N+](=O)[O-])c1)c1ccccn1
 : -7%	-17%	1	-19%	-3%	3%	-2.0	-2.2
> Cc1ccccc1NC(=O)CCC(=O)OCC(=O)c1ccc(-c2ccccc2)cc1
 : 1%	-28%	-20	-2%	1%	7%	-1.2	-2.6
> CC/C(=N\Nc1nncc2ccccc12)c1ccc(F)cc1
 : 21%	-8%	5	15%	-4%	1%	0.8	-0.5
> COc1ccccc1NC(=O)c1ccc(NC(=O)COC(=O)CCC2CCCC2)cc1
 : -16%	-6%	9	-7%	11%	7%	-0.4	-1.1
> CCOC(=O)C1(CCOc2ccccc2)CCN(Cc2cc(OC)ccc2OC)CC1
 : 4%	5%	-1	2%	2%	5%	1.2	-1.1
> Cc1nnc(SCC(=O)Nc2sccc2C(N)=O)n1Cc1ccccc1
 : 23%	-2%&-27%	x	-20%	-1%	5%	2.7	0.4
> FC(F)(F)C1=CC(c2ccc(Br)cc2)=NCCN1
 : -4%	2%	-6	-9%	-7%	4%	0.1	-0.1
> CCc1nc2c(OCc3c(C)noc3C)cccn2c1N(C=O)Cc1ccccc1
 : -3%	-1%	-1	2%	3%	5%	0.5	-0.3
> O=C(OCN1C(=O)c2ccccc2C1=O)c1cccc(S(=O)(=O)N2CCOCC2)c1
 : -20%	-1%	-9	-3%	5%	4%	-1.5	3.4
> Cc1ccc(-c2nc(CNC(=O)c3ccco3)cs2)cc1
 : 10%	-22%	-1	1%	3%	7%	-2.4	-4.9
> COc1ccc(/C=N/N=C/c2c[nH]c(=O)c(C#N)c2Nc2ccccc2)cc1
 : 4%	0%	-6	-1%	-12%	-6%	-2.5	-1.8
> CCCC(=O)N1CCN(c2ccc(NC(=O)c3cccs3)cc2)CC1
 : 16%	24µM*	-9	7%	1%	3%	-0.2	0.4
> CCOC(=O)CS(=O)(=O)c1ccccc1
 : 0%	-2%	0	-1%	2%	6%	-3.4	-0.6
> CC(=O)SC1CC(=O)C=C2CCC3C4CCC(=O)OC4(C)CCC3C21C (stereo unspecified)
 : 4%	-9%	-8	-22%	14%	0%	0.3	1.5
> Cc1cn([C@H]2C[C@H](O)[C@@H](CNS(=O)(=O)N3CCCC3)O2)c(=O)[nH]c1=O
 : 5%	8%	-4	6%	1%	-3%	2.4	0.6
> O=S(=O)(/C=C/c1ccccc1)NC1CCCCCC1
 : u	27µM*	-4	-7%[57.1 µM]	-4%	10%	-0.9	-0.4
> Cc1csc2c(N3CCCCC3)ncnc12
 : -7%	-2%	0	1%	-2%	10%	0.4	1.1
> CCN(c1ccccc1)S(=O)(=O)c1ccc(Oc2ccc([N+](=O)[O-])cc2)nc1
 : -5%	-8%	0	-3%	5%	10%	-1.7	-5.1
> COc1ccc(OC)c(-n2c(SCC(=O)NCc3ccco3)nnc2-c2c[nH]c3ccccc23)c1
 : -30%	-2%	-5	-3%	6%	4%	0.1	0.9
> CC(NS(=O)(=O)OCC(Cl)(Cl)Cl)c1ccc(C(C)(C)C)cc1 (stereo unspecified)
 : u	-19%	-25	-14%	-28%	-4%	-1.6	-0.7
> COC(=O)c1ccc(C2C(Oc3ccccc3)C(=O)N2CCc2ccc(OC)c(OC)c2)cc1 (stereo unspecified)
 : 11%	0%	x	-4%	5%	14%	-3.5	3.0
> O=C(CCN1C(=O)COc2ccccc21)NCc1cccs1
 : -14%	24µM*	x	-7%	4%	14%	-0.1	-2.0
> CCCCCCSc1cc(-c2nc3cnccn3c2NCc2ccccc2)ccc1OC
 : 4%	6%	0	-16%	-11%	2%	0.0	-0.6
> CC1CCC(n2c(=S)[nH]c3ccccc3c2=O)CC1 (stereo unspecified)
 : -7%	-7%	3	0%	6%	0%	-2.3	-0.4
> O=C(/C=C/c1ccc(S(=O)(=O)N2CCOCC2)cc1)NC(=S)Nc1ccc(N2CCOCC2)cc1
 : -2%	-6%	19	-13%	-7%	10%	-0.2	-0.8
> CCn1c(=O)n(CC)c2cc(N3CCCC3)c(NC(=O)c3ccccc3Br)cc21
 : -12%	-4%	0	-5%	6%	6%	-0.8	1.0
> CCC1(C(=O)OC)NC(c2ccco2)C2C(=O)N(c3ccc(C)cc3)C(=O)C21 (stereo unspecified)
 : 7%	-3%	-13	3%	-9%	-7%	0.0	-4.2

Source: PubChem BioAssay (National Center for Advancing Translational Sciences (NCATS))
